Mtb RmlCD inh – blocks M. tuberculosis RmlC and RmlD coupled enzymes; RmlC+RmlD coupled enzyme assay, percent inhibition; primary screen in compound mixtures; inhibition, % at 3.6 µM; hit rate 0.03% among 160,000; AID 1533; in the data active means inhibition mostly above about 34%, no sharp cut-off; inconclusive means no clear call, values can overlap the other calls; inactive means mostly below about 22%; further: some results filed as inactive read as strong as hits
Target sequence (P9WH09 whole entry, looked up): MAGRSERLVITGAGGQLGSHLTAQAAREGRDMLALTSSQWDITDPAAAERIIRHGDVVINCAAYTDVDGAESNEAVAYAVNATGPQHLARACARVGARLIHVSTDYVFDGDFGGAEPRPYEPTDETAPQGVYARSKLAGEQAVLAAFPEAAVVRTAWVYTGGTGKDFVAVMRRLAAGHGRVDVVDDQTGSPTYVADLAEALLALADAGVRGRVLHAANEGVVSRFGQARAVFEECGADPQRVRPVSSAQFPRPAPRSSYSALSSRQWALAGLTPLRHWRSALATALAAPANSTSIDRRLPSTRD
Target sequence (P9WH11 whole entry, looked up): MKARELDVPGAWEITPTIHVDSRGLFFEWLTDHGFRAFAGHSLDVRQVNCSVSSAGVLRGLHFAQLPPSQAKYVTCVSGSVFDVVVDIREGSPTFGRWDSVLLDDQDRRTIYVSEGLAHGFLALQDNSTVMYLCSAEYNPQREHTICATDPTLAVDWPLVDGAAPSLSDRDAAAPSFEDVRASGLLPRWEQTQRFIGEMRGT
M. tuberculosis GlmU – inhibition of mycobacterial GlmU enzyme – biochemical, glucosamine-1-phosphate acetyltransferase (AID 1376); inhibition, %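 (tested at 30 µM in the primary screen)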; hits with a dose series show IC50 in µM; hit rate 0.25% among 220,000; M. tuberculosis GlmU acetyltransferase enzyme assay; higher % means a stronger effect; in the data active means inhibition above about 13%; inconclusive means no clear call, values can overlap the other calls;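 further: 0% = complete reaction with vehicle and 100% = reaction without substrate; strong numbers were not always called active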
Active calls of the source: *; ? = inconclusive; nt = no result given. These rows are one share of the data, so the mix of outcomes need not match the whole.

| Molecule | Mtb RmlCD inh | M. tuberculosis GlmU |
| --- | --- | --- |
| Cc1cc(NS(=O)(=O)c2ccc(NC(=O)c3cnc4scc(C)n4c3=O)cc2)nc(C)n1 | 6 | -3.3% |
| NC(=S)Nc1ccc2c(c1)OCO2 | 24 | 3.2% |
| COc1ccc(C(=O)N(C)c2c(C)n(C)n(-c3ccccc3)c2=O)cc1OC | 0 | -2.8% |
| Clc1ccc(Oc2nc(N3CCOCC3)nc(N3CCOCC3)n2)cc1 | 7 | -0.2% |
| CN(C)C(=O)c1c(NC(=O)c2ccco2)sc2c1CCCCC2 | nt | -0.4% |
| Cc1ccc(-c2nc3cc(Cl)ccc3o2)cc1 | 8 | 2.4% |
| COc1cccc([C@@H]2Oc3ccc(Br)cc3C(=O)[C@H]2OC(=O)NC2CCCC2)c1 | nt | 2.8% |
| CCN(CC)CCN1C(=O)C(=O)/C(=C(/O)c2c(C)[nH]c(C(=O)OC)c2C)C1c1ccccc1 (stereo unspecified) | nt | -2.7% |
| CC(=O)Nc1cccc(NC(=S)Nc2cccc(Cl)c2C)c1 | 6 | -9.6% |
| COc1ccc(CN(C)Cc2nc3scc(-c4ccccc4)c3c(=O)[nH]2)cc1OC | -3 | -4.1% |
| COc1ccc(C)cc1S(=O)(=O)Nc1cc(Cl)ccc1Cl | nt | -0.1% |
| FC(F)(F)c1cnc(C(c2ccccc2)c2ncn[nH]2)c(Cl)c1 (stereo unspecified) | 8 | 2.0% |
| Cc1cc(C=O)c(C)n1-c1ccc(Oc2ccc([N+](=O)[O-])cn2)cc1 | -8 | -4.3% |
| S=C(NCc1ccccn1)Nc1ccccc1 | -4 | -4.8% |
| CC1(C)CC(=O)C2=C(C1)OC(N)=C(C#N)C2c1ccc(OC(=O)N2CCOCC2)cc1 (stereo unspecified) | nt | 2.9% |
| COC(=O)Cn1cnc2c(nnn2-c2ccc(C)cc2)c1=O | -7 | 1.5% |
| CCCCn1c(N)c(N(CC)C(=O)/C=C/c2ccco2)c(=O)[nH]c1=O | 18 | 1.8% |
| COc1ccc(N2C3=C(C(=O)CC(C)(C)C3)C(c3ccccc3OC)C3=C2CC(C)(C)CC3=O)cc1 | 2 | 6.2% |
| CC(=O)N1CCC2(CC1)C(C#N)=C(N)Oc1n[nH]c(C(F)(F)F)c12 | -1 | -2.8% |
| CCN(CC)c1ncnnc1-c1ccccc1 | 1 | -2.7% |
| Cc1ccc(CS(=O)(=O)CCC(=O)NCCC(C)C)cc1 | -2 | 2.8% |
| O=C(c1ccc2c3c(cccc13)CC2)N1CCOCC1 | nt | 0.8% |
| CCCC(=O)Nc1cccc(-c2nc3ccccc3c(=O)o2)c1 | 4 | -3.4% |
| COc1cccc(N2CCN(C(=S)NCCc3ccccc3)CC2)c1 | -13 | -1.0% |
| NC(=O)CC(NC(=O)Cc1ccc(Br)cc1)c1ccc(NCCc2ccc(F)cc2)c([N+](=O)[O-])c1 (stereo unspecified) | nt | -2.0% |
| Cc1ccc(S(=O)(=O)N2CCN(C(=O)CSc3nnc(C)c(=O)[nH]3)CC2)cc1 | nt | -2.0% |
| CNc1ccccc1C(C)(C)c1cc(-c2cccc(Br)c2)no1 | 7 | -0.7% |
| O=C(Nc1ccc(N2CCOCC2)cc1)c1ccc2c(c1)OCO2 | -2 | 2.5% |
| CC(=C1C2C=CC1C1C(=O)NC(=O)C21)c1ccccc1 (stereo unspecified) | -4 | 3.4% |
| CC(C)CN(C(=O)CSc1nnc(-c2ccco2)o1)c1c(N)n(Cc2ccccc2)c(=O)[nH]c1=O | -4 | 1.1% |
| COc1ccc(Br)cc1C(=O)NC(=S)Nc1ccc(Cl)c(C(=O)O)c1 | -1 | -4.0% |
| Nc1nonc1NC(=O)CSc1nc2ccccc2s1 | 7 | 8.2% |

Copied from above (5 entries):
| Molecule | Mtb RmlCD inh | M. tuberculosis GlmU |
| --- | --- | --- |
| NC(=O)CC(NC(=O)Cc1ccc(Br)cc1)c1ccc(NCCc2ccc(F)cc2)c([N+](=O)[O-])c1 (stereo unspecified) | nt | -2.0% |
| Cc1ccc(S(=O)(=O)N2CCN(C(=O)CSc3nnc(C)c(=O)[nH]3)CC2)cc1 | nt | -2.0% |
| CNc1ccccc1C(C)(C)c1cc(-c2cccc(Br)c2)no1 | 7 | -0.7% |
| O=C(Nc1ccc(N2CCOCC2)cc1)c1ccc2c(c1)OCO2 | -2 | 2.5% |
| CC(=C1C2C=CC1C1C(=O)NC(=O)C21)c1ccccc1 (stereo unspecified) | -4 | 3.4% |

Remaining list, next part:
| Molecule | Mtb RmlCD inh | M. tuberculosis GlmU |
| --- | --- | --- |
| O=C(CSc1nc2ccccc2c(=O)n1Cc1ccc(Cl)cc1)NCc1cccs1 | 7 | -1.8% |
| CCSC1=NCCN1S(=O)(=O)c1ccccc1 | -8 | -8.1% |
| CN(C)C(=O)Oc1cccc(OCc2n(C)c3ccccc3[n+]2C)c1 | -12 | -4.2% |
| COc1ccc(-c2cn(-c3ccc(OC)cc3)c3[n+]2-c2ccccc2CC3)cc1 | 5 | -1.5% |
| O=C(O)c1ccccc1CSc1ncccc1C(=O)O | 9 | -8.6% |
| CC(C)OP(=O)(c1ccc(N(C)C)cc1)C(O)c1ccccc1 (stereo unspecified) | nt | 0.9% |
| CCCCCCCCCC[n+]1cccc2c3ccccc3ccc21 | 6 | -1.3% |
| CCOC(=O)CN1C(=O)N[C@@H](c2cccc(C(F)(F)F)c2)C(C(=O)OC)=C1C | nt | -3.2% |
| COc1ccc(/C=C/C(=O)Nc2ccc(OC)nc2)cc1 | nt | 1.5% |
| OC1(c2ccc(F)cc2)CSC(=Nc2cccnc2)N1Cc1ccco1 (stereo unspecified) | 6 | 3.4% |
| O=C(CC1C(=O)NCCN1Cc1ccoc1)NCCc1ccc(Cl)cc1 (stereo unspecified) | -10 | -4.4% |
| CC(C)(C)c1ccc(C(=O)NNC(=S)NCc2ccco2)cc1 | 13 | 3.0% |
| COc1ccc2[nH]c3nc(SCC(=O)NNC(=O)c4ccc(OC)c(OC)c4)nnc3c2c1 | nt | 3.6% |
| CCCn1c(C)cc(C(=O)COC(=O)c2nccnc2N)c1C | 2 | -4.9% |
| CSCCC(NC(=O)C1CCC(C)CC1)C(=O)OCC(=O)c1ccc(Cl)cc1 (stereo unspecified) | -13 | 9.0% |
| O=c1c2c(-c3ccco3)csc2nc(SCc2cn3cccnc3n2)n1-c1ccccc1 | 13 | -3.2% |
| COc1ccc(OC(=O)CCc2c[nH]c3ccccc23)cc1 | nt | -0.7% |
| CCN(CC)C(=O)CNC(=S)N(CCCN1CCOCC1)Cc1cccs1 | -6 | -2.4% |
| COc1ccc(CC(=O)Nc2cccc(-c3ccc4nncn4n3)c2)cc1OC | -12 | 0.7% |
| CCOC(=O)CNC(=O)CNC(=O)c1nn(-c2ccc(OC)c(Cl)c2)c(=O)c2ccccc12 | -10 | -3.4% |
| O=C1c2ccccc2-c2nnc(-c3ccc(F)cc3)cc21 | 13 | 0.1% |
| COc1ccccc1C1C(C#N)=C(N)Oc2cc(C)n(Cc3ccccn3)c(=O)c21 (stereo unspecified) | -1 | 1.9% |
| Cc1ccc2ncnc(Oc3ncccc3[N+](=O)[O-])c2c1 | -5 | -0.5% |
| CCCCCCCCn1c(N2CCN(c3cccc(Cl)c3)CC2)nc2c1c(=O)[nH]c(=O)n2C | 1 | 5.2% |
| Cc1oc2ccc(NS(=O)(=O)c3cccc4cccnc34)cc2c1C(=O)OC(C)C | 6 | -1.6% |
| C(=N\n1cnnc1)/c1ccc(OCc2ccccc2)cc1 | 17 | -2.2% |
| CCCc1cc(-c2nc(-c3ccc(Cl)cc3)cs2)ccn1 | -3 | -3.1% |
| CCCS(=O)(=O)N1CCC(C(=O)NC2CCC(C)CC2)CC1 (stereo unspecified) | 13 | -4.0% |
| Cc1cc(C(=O)COc2ccc(C#N)cc2)c(C)n1-c1ccc2c(c1)OCO2 | -3 | -1.9% |
| N#CC1=C(N)C(C#N)(C#N)C(c2cccnc2)C2CN(C(=O)OCc3ccccc3)CC=C12 (stereo unspecified) | nt | -4.1% |
| CC1CC(C)(C)NC(=S)N1CCC(=O)N1CCc2ccccc21 (stereo unspecified) | -6 | 3.3% |
| Cc1nc(C)c(C(=O)O)s1 | 5 | 3.3% |
| CC(C)n1cc(/C(N)=N/O)c(=O)n(Cc2ccccc2)c1=O | -9 | -4.7% |
| CCOC(=O)/N=C(/NC(=O)Nc1ccc(C(=O)OCC)cc1)OC | 9 | 1.8% |
| Cc1ccc(S(=O)(=O)NC(C)C(c2cccs2)N2CCOCC2)cc1 (stereo unspecified) | nt | 0.4% |
| CCn1c(SCC(=O)NCCc2ccccc2)nc2c(c1=O)SC(C)C2 (stereo unspecified) | 5 | 3.7% |
| CCCC(OC(=O)CN1C(=O)COc2ccccc21)C(=O)NC1CCCC1 (stereo unspecified) | -7 | nt |
| O=C(CS(=O)(=O)Cc1ccccc1)Nc1ncccn1 | nt | -3.1% |
| Nc1nc(-c2cccnc2)nn1C(=O)COc1ccccc1 | 12 | 8.2% |
| CCN(c1ccc(NC(=O)CSc2nnc3nc(C)cc(C)n23)cc1)C(C)C | nt | 2.1% |
| CC(C)(C)n1nc2c(c1NC(=O)c1cccs1)CS(=O)C2 (stereo unspecified) | -5 | 0.3% |
| N#C/C(=C\c1cn[nH]c1-c1ccc(Cl)cc1)C(=O)NC1CC1 | nt | 2.4% |
| CC(Sc1nnc(Cc2cccs2)n1C1CCCCC1)C(=O)NCc1ccco1 (stereo unspecified) | -8 | 0.9% |
| N/C(=N\OC(=O)/C=C/c1ccccc1Cl)c1ccncc1 | 1 | 2.6% |
| COc1ccccc1NC(=O)Cc1cccs1 | 5 | -3.9% |
| Cc1noc(NS(=O)(=O)c2ccc(N/C=C/C(=O)c3ccc4c(c3)OCO4)cc2)c1C | nt | 3.7% |
| O=c1cc(-c2ccc(O)cc2)oc2ccc(O)cc12 | 7 | -0.9% |
| COc1ccc(C(=O)NC(C(=O)NCC(=O)Nc2c(C)cccc2C)C(C)C)cc1 (stereo unspecified) | -10 | 0.9% |

2 entries drawn at random from the list so far, as already listed:
| Molecule | Mtb RmlCD inh | M. tuberculosis GlmU |
| --- | --- | --- |
| Cc1noc(NS(=O)(=O)c2ccc(N/C=C/C(=O)c3ccc4c(c3)OCO4)cc2)c1C | nt | 3.7% |
| CC(C)(C)n1nc2c(c1NC(=O)c1cccs1)CS(=O)C2 (stereo unspecified) | -5 | 0.3% |

The listing continues:
| Molecule | Mtb RmlCD inh | M. tuberculosis GlmU |
| --- | --- | --- |
| CC(C)(C)C(O)/C=C/c1ccc2c(c1)OCO2 (stereo unspecified) | nt | 3.9% |
| CCOC(=O)NC(=O)CSc1nc2ccc([N+](=O)[O-])cc2[nH]1 | 10 | -4.3% |
| Cc1ccc(SCCC(=O)NCC2CCCO2)cc1 (stereo unspecified) | nt | 1.7% |
| O=C(CCc1ccc(Oc2cc([N+](=O)[O-])cc([N+](=O)[O-])c2)cc1)Nc1cccc(Cl)c1 | nt | -0.1% |
| CCN(c1ccccc1)S(=O)(=O)c1ccc(Cl)c(NC(=O)CN(C)C2CCN(C)CC2)c1 | -13 | -0.6% |
| O=C(NCCN=C1NS(=O)(=O)c2ccccc21)c1ccncc1 | nt | -6.5% |
| CCCCNCCCOc1cccc(Cl)c1Cl | 7 | -0.6% |
| O=C1OCCC1Sc1nc2cc(Cl)ccc2s1 (stereo unspecified) | -1 | 0.5% |
| Nc1ccccc1C#CCCCCO | nt | -5.6% |
| CCOC(=O)c1c(NC(=O)C2CCCCC2C(=O)O)sc2c1CCCCC2 (stereo unspecified) | 2 | -4.5% |
| CC1CC(C)CN(Cc2nc(N)nc(Nc3ccccc3)n2)C1 (stereo unspecified) | 13 | -0.8% |
| Cc1cccc(NC(=S)NCCN2CCOCC2)c1 | nt | 4.2% |
| N#Cc1c(NC(=O)C2CC(c3ccccc3Cl)=NO2)sc2c1CCC2 (stereo unspecified) | 6 | 8.3% |
| COc1cccc(C2C3=C(CC(C)(C)CC3=O)Nc3n[nH]c(C)c32)c1 (stereo unspecified) | -16 | 1.7% |
| CN1C=CC(=CC=C2C=CC(=O)C=C2)C=C1 | -1 | 0.6% |
| CCOC(=O)c1sc(=S)n(-c2cccc(OC)c2)c1N | -2 | 2.4% |
| CN(CC(O)COc1ccccc1F)C1CCCCC1 (stereo unspecified) | nt | -6.0% |
| Cc1n[nH]c(=O)nc1NCC1CCCO1 (stereo unspecified) | 10 | 2.9% |
| O=C1C(C2=NC(c3ccccn3)C3C(=O)N(c4ccccc4)C(=O)C23)=C(O)c2ccccc21 (stereo unspecified) | 83 | 3.7% |
| COC(=O)c1c(C)[nH]c(C(=O)C(C)Sc2nnc(-c3cc(OC)c(OC)c(OC)c3)o2)c1C (stereo unspecified) | nt | 6.2% |
| O=C(Cc1ccccc1)Oc1ccccc1N1C(=O)CCC1=O | -8 | 23% |
| CC#CC[N+](C)(C)CC(=O)c1ccccc1 | ? | -5.7% |
| CCOc1ccc(NC(=S)N(C)C)cc1 | nt | -4.2% |
| O=C(Cn1nc(C(F)(F)F)c2c1CCC2)Nc1ccccc1C(F)(F)F | nt | 3.8% |
| COC(=O)c1ccc(NC(=O)CSc2nc3ncccc3[nH]2)cc1 | 6 | 5.7% |
| CC(=O)c1c(COC(=O)c2ccc(F)cc2)nc2ccccc2[n+]1[O-] | 3 | nt |
| CCC(=O)NCCCCCCCCCNC(=O)CC | -9 | -4.5% |
| CCN1C(=O)N[C@@H](c2ccccc2)C(C(=O)OC)=C1C | nt | -3.1% |
| CCOc1cc(C(=O)NC)cc(Br)c1OC | 25 | 1.7% |
| Cn1cc(C(=O)N/N=C/C=C/c2ccccc2)ccc1=O | nt | 2.1% |
| O=C(NCCCN1CCOCC1)/C(=C/c1ccc(F)cc1)NC(=O)c1ccccc1 | nt | -0.7% |
| CN(C)c1nccc(NCc2ccccc2)c1C#N | 5 | -4.1% |
| C[n+]1c2n(c3ccccc31)N=C(c1ccc(-c3ccccc3)cc1)CS2 | -3 | -8.5% |

High-throughput results from PubChem BioAssay.
